# From PubChem BioAssay
# AID inh: inhibitors of human activation induced cytidine deaminase | AID deamination FRET fluorescence, UDG-coupled, 4 h | Potency, µM (series often up to 115 µM), for the others: top-dose activity change, negative = inhibition, usual class: inhibitors | 0.32% of 91,000 active; note: nearly all actives have a fitted effect of over 25% in size
# Target sequence (Q9GZX7 whole entry, looked up): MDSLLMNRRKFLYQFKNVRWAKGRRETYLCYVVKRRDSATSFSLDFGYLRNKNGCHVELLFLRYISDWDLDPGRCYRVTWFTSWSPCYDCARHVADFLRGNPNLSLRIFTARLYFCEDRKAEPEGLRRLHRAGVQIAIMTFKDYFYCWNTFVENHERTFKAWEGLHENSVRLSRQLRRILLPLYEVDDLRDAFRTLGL
# UDG counter: counter-screen for AID inhibitors: uracil-DNA glycosylase inhibition | 0.14% of 91,000 active | Potency, µM (titrated, usually from 115 µM), for inactives: at the top dose activity change, negative = inhibition, actives largely listed as inhibitors | FRET deamination/UDG coupled assay, UDG read, 4 h | AID 1347430; note: nearly all actives have a fitted effect of over 65% in size
# Numbers without * were called inactive; ? = inconclusive; & = joins results of further samples; [ ] = dose if it differs, or a comment. Calls come from the whole dose curve; as a rule, active = well fitted curve in the direction sought with a large enough effect; inconclusive = small, poorly fitted or top-dose-only effect, or another doubt; inactive = no such curve, though single readings can be large; an effect the other way counts as inactive or inconclusive. % is set by controls: 0 for no effect and ±100 for the full control effect; potency is the fitted concentration of half-maximal effect. This is a subset. The share of hits here may be higher or lower than overall.
Structure | AID inh | UDG counter
CCOc1ccc(-c2ccc(C(=O)O)s2)cc1 | -9.9% | -2.6%
N#Cc1ccccc1CSCCNC(=O)Nc1cccnc1 | -4.6% | -4.7%
CCOC(=O)C1CCCN(C(=O)Cn2ncc3c(C)n(Cc4ccccc4F)c(C)c3c2=O)C1 (centres undefined) | 7.0% | -5.3%
CC(=O)N1CCC(NC(=O)/C=C/c2cnc3ccccc3n2)CC1 | -0.4% | 3.6%
CCC(=O)NCCc1cccc2cccnc12 | -3.1% | -0.7%
CCCOc1ccccc1Cn1c(=O)sc2ccccc21 | ? | -9.8%
O=C(O)/C(=C\c1ccc(Br)cc1)Sc1nc2ccccc2s1 | -16.2% | -9.7%
Cc1oc(-c2ccccc2)nc1CC(=O)NCc1ccco1 | -5.7% | 3.0%
COC(=O)c1cccc(C(=O)O)n1 | 5.4% | 13.0%
CC(=O)Nc1sc2c(c1SC#N)CCCC2 | 16.6% | -4.8%
Cc1cc(C)cc(NC(=O)c2cc(S(=O)(=O)N3CCOCC3)cn2C)c1 | 6.4% | 12.7%
CCOc1ccc(C2C(C#N)=C(N)OC(C(C)(C)C)=C2C#N)cc1OCC (centres undefined) | -8.0% | 3.0%
CC1=C(C)CC(C(=O)NCc2ccncc2)C(C(=O)O)C1 (centres undefined) | -2.3% | -2.4%
CNC(=O)Cn1cc(S(=O)(=O)Cc2ccccc2F)c2ccccc21 | 27.0% | 12.4%
Cc1ccc(-c2nc3scc(CCNS(=O)(=O)c4c(C)noc4C)n3n2)cc1 | 2.6% | 4.8%[57.5 µM]
CC1(C)C2CCC1(C)C(OCC[N+](C)(C)CC#N)C2 (centres undefined) | 5.6% | -0.4%
Cc1[nH]c2ccccc2c1C(c1ccccc1O)c1c(C)[nH]c2ccccc12 | 67.0%[activator] | -16.7%
COc1ccc(Cl)cc1NC(=O)c1cc(S(=O)(=O)N2CCC(C)CC2)cn1C | -2.9% | -4.1%
COc1ccc(C(=O)C(C)Sc2nnc3ccccn23)cc1OC (centres undefined) | -0.3% | -0.3%
CCOC(=O)c1nc(N(C)c2cccc(C)c2)c2ccccc2n1 | -5.6% | 1.3%
Cc1oc(C)c2c(=O)cc(-c3ccc4c(c3)OCO4)cc(OC(=O)c3ccc(Cl)cc3)c12 | 17.6% | -6.0%
O=C(OCc1ccccc1)c1cc(=O)c2ccccc2o1 | 7.0% | -9.1%
CCCCS(=O)(=O)c1oc(-c2ccc(F)cc2)nc1S(=O)(=O)c1ccc(C)cc1 | -24.7% | -7.3%
Cc1ccc(C)c(N2CCN(C(=O)CSCc3ccccc3Cl)CC2)c1 | ? | -9.8%[57.5 µM]
Cc1ccccc1C(=O)n1nc(-c2cccnc2)nc1NCc1ccc(F)cc1 | 4.2% | 5.0%
Cc1ccsc1CN(C(=O)COc1ccccc1Cl)C1CCS(=O)(=O)C1 (centres undefined) | -11.6% | -8.0%
COc1ccccc1C(=O)N1CCN(c2oc(-c3ccc(F)cc3)nc2C#N)CC1 | -7.2% | -0.7%
COC(=O)c1[nH]c2ccc(F)cc2c1NC(=O)c1ccccc1F | 0.4% | 4.2%
CC(NC(=O)CN1CSCC1=O)c1ccc(F)cc1F (centres undefined) | 6.6% | 4.8%
O=C(O)c1ccc(CS(=O)c2ccc(F)cc2)o1 (centres undefined) | -1.1% | 3.4%
Cc1cc(=O)oc2c(C)c(OCC(=O)NC3CCS(=O)(=O)C3)ccc12 (centres undefined) | 4.7% | 9.9%
Cc1ccc(NC(=O)Cc2nc(-c3cc(C)n(-c4cc(C)on4)c3C)cs2)c(C)c1 | 9.7% | -6.7%
O=C(CNc1ncnc2nc[nH]c12)NCCc1ccccc1 | 2.1% | 9.4%
COc1ccc(C2CC(=O)c3cc(-c4nc(-c5cccc(Cl)c5)cs4)c(=O)[nH]c3C2)cc1 (centres undefined) | 21.7% | -12.5%
COc1cccc(CNC(=O)CN2C(=O)N(c3cc(C)ccc3C)S(=O)(=O)c3ccccc32)c1OC | 7.5% | 1.7%
CCn1c(Cc2ccc(OC)cc2)nnc1SC(C)c1nc2ccccc2c(=O)[nH]1 (centres undefined) | -9.0% | 13.3%
COCCN1CCc2nc(SCC(=O)Nc3ccc(C)c(Cl)c3)[nH]c(=O)c2C1 | 5.6% | 4.2%
CCOc1cccc2c1Oc1nc(-c3ccccc3)nc(SCC(=O)Nc3ccc(F)cc3)c1C2 | 23.3% | -2.0%
COCc1ccccc1C(=O)NCCC(C)C | -4.2% | 1.8%
CC(C)CNC(=O)C1CCCC(C(=O)NCC(C)C)C1 (centres undefined) | 8.7% | 1.4%
Cc1ccc(C(=O)NC2CCSC2=O)cc1C (centres undefined) | -4.3% | -6.5%
CCOC(=O)c1c(NC(=O)c2ccccc2OCC)sc2c1CCC(CC)C2 (centres undefined) | 0.4%[57.5 µM] | -7.0%[57.5 µM]
COc1ccc(NC(=O)Cc2csc(C)n2)cc1 | 12.3% | 5.4%[57.5 µM]
Cn1c(NCCCCO)nc2c1c(=O)n(Cc1ccc(Cl)cc1)c(=O)n2C | -3.4% | -0.6%
O=C(O)C1CC2CCCC(C1)C2=O (centres undefined) | 5.6% | -5.2%
N#CC1=C(N)OC2=C(C(=O)CC(c3ccccc3)C2)C1c1ccsc1 (centres undefined) | -0.3% | 2.4%
COCCNC(=O)CSc1nc2cc3c(cc2c(=O)n1CCCC(=O)NCc1ccc(OC)cc1)OCO3 | 7.7% | 4.1%
CC(=O)Nc1c(C)nn(-c2ccccc2)c1N1CCC(C(=O)Nc2ccccc2F)CC1 | 6.5% | -1.5%
CNC(=O)c1ccccc1C(=O)c1cc(C)ccc1C | -10.0% | -5.2%
CC(C)CCC(CC(C)O)C(=O)NN (centres undefined) | -2.5% | -1.4%
COc1cc(OC)c(NS(=O)(=O)c2ccc3oc(=O)c4ncn(C)c4c3c2)cc1Cl | -6.5% | 31.1%[activator]
Cc1noc(-c2ccc(-c3noc(-c4ccccc4)n3)cc2)n1 | 22.0%[57.5 µM] | -10.9%[57.5 µM]
CC(C)(CNC(=S)Nc1cccc(C(F)(F)F)c1)N1CCCCC1 | 0.2% | 0.6%
CCCn1nc(C(=O)NC(c2ccccc2)c2ccccc2)c2ccccc2c1=O | -11.9% | -10.9%
CCN(c1cccc(C)c1)c1ncnc2c1cnn2-c1cccc(Cl)c1 | -14.9% | -24.0%
Cn1c(=O)c2c(nc(NCCCN3CCOCC3)n2Cc2ccccc2Cl)n(C)c1=O | 8.1% | 1.5%
COc1ccc(N2CCN(C(c3ccc(F)cc3)c3sc4nc(-c5ccco5)nn4c3O)CC2)cc1 (centres undefined) | 4.5% | -4.1%[57.5 µM]
Cc1cc(C)cc(-n2c(SCC(N)=O)nc3c(oc4ccccc43)c2=O)c1 | ? | -14.5%
Cc1cccc(-n2ncc(C(=O)N3CCOCC3)c2C2CCN(C(=O)OC(C)(C)C)CC2)c1 | -7.4% | ?
Cc1cc(F)ccc1Nc1nc2ccc(Cl)cc2n2cnnc12 | 8.7% | -7.1%

# Record cards, from the list above:
# Shown for `CNC(=O)Cn1cc(S(=O)(=O)Cc2ccccc2F)c2ccccc21` = AID inh: 27.0%; UDG counter: 12.4%
# Shown for `CCOC(=O)c1nc(N(C)c2cccc(C)c2)c2ccccc2n1` = AID inh: -5.6%; UDG counter: 1.3%

# Other records.
Structure | AID inh | UDG counter
COc1ccc(CNC(=O)Nc2ccc(F)c(Cl)c2)cn1 | 0.1% | -0.1%
CCOc1ccccc1CNC(=O)CCCN1C(=O)COc2ccc(C)cc21 | -22.5% | -9.6%
O=C(NCCCN(Cc1ccccc1)C(=O)c1cccnc1)c1nc2ccccc2c(=O)[nH]1 | -12.8% | -1.3%
O=C(c1cc(O)c(O)c([N+](=O)[O-])c1)c1ccccc1F | ? | ?
C/C(=N\NC(=O)C1CC1c1ccc(C(C)(C)C)cc1)c1ccccc1 (centres undefined) | -2.9% | -3.0%
COc1cccc(C(=O)Nc2ccc(C3(C)CC=NO3)cc2)c1 (centres undefined) | -2.0% | 2.6%
Cc1ccc(C)c(NC(=O)c2nc3ccccc3nc2N2CCCC2)c1 | 4.2% | 5.3%
O=C(/C=C/c1ccc(-c2ccc(Cl)cc2Cl)o1)c1ccccc1 | -5.1% | -9.8%
O=c1cc(-c2cccc(F)c2)oc2ccc(Cl)cc12 | -12.2% | -9.3%
O=C(CSc1ccc2c(c1)OCCCO2)Nc1cccc2ccccc12 | -1.4% | 3.1%
CCc1ccccc1NC(=O)CN1C(=O)COc2ccc(S(=O)(=O)N3CCCCCC3)cc21 | 4.1% | 9.4%
N#Cc1cccc(COc2ccccc2C(N)=O)c1 | 2.5% | 4.6%
CCOc1ccccc1NC(=O)N1c2ccccc2Sc2ccccc21 | -0.7% | -12.7%
CCOC(=O)c1ccc(NC(=O)CCC(=O)N2Cc3ccccc3Oc3ncccc32)cc1 | -16.5% | -1.9%
O=C(CSc1nc(=O)n(Cc2ccco2)c2c1CCC2)Nc1ccccc1C(F)(F)F | -25.8% | ?
Cc1cc(C)c(S(=O)(=O)NCCO)cc1C | -4.7% | 1.0%
COc1cccc(CNC(=O)CSc2ncc(S(=O)(=O)c3ccc(C)c(Cl)c3)c(=O)[nH]2)c1 | 18.9% | 9.6%
COCCn1c(SCCC#N)nnc1-c1ccc(Cl)cc1 | 17.3% | 15.2%
COc1cc(CN(C(=O)COc2ccc(Cl)c(C)c2)c2ccccn2)cc(OC)c1OC | -13.4% | ?
CCN1CCSc2ccc(C(=O)NCc3ccc(F)cc3)cc21 | ? | 1.7%
Cn1c(=O)[nH]c(=O)c2c1nc(N1CCN(Cc3c(F)cccc3Cl)CC1)n2Cc1ccccc1 | -13.6% | 13.2%
CC(C)(C)NC(=O)c1cc(-c2ccc3c(c2)OCO3)nc2ccccc12 | 2.3% | -10.2%
Cc1nn(-c2ccc(N3CCCCC3)nn2)c(C)c1CCC(=O)NCc1ccccc1 | 4.9% | 3.0%[57.5 µM]
Cc1ccccc1NS(=O)(=O)c1c(C)nn(C)c1C | 5.3% | -5.1%
N#C/C(=C/c1ccccc1)c1nc2ccccc2[nH]1 | -8.7% | 1.8%
CCC(C(=O)Nc1ccc(C(C)=O)cc1)n1c(C)c2cnn(-c3ccccc3)c(=O)c2c1C (centres undefined) | 0.2% | 8.5%
CCOC(=O)c1ccc(NC(=O)CCn2ccc(C)n2)cc1 | 10.0% | -1.6%
CCCCCOC(=O)c1ccc(Nc2nc(C(=O)OCC)nc3ccccc23)cc1 | -2.0%&-22.4% | 5.5%&16.8%
COC(=O)CSc1nc2sc3c(c2c(=O)n1-c1ccccc1)C(C)CCC3 (centres undefined) | -5.2% | -2.1%
CCN(c1ccc(NS(=O)(=O)c2ccc(C)c(C)c2)cc1)C(C)C | -6.8% | -3.8%

# Structural class: those above with a furan ring, fused or not.
Structure | AID inh | UDG counter
Cc1oc(-c2ccccc2)nc1CC(=O)NCc1ccco1 | -5.7% | 3.0%
Cc1oc(C)c2c(=O)cc(-c3ccc4c(c3)OCO4)cc(OC(=O)c3ccc(Cl)cc3)c12 | 17.6% | -6.0%
O=C(O)c1ccc(CS(=O)c2ccc(F)cc2)o1 (centres undefined) | -1.1% | 3.4%
COc1ccc(N2CCN(C(c3ccc(F)cc3)c3sc4nc(-c5ccco5)nn4c3O)CC2)cc1 (centres undefined) | 4.5% | -4.1%[57.5 µM]
Cc1cc(C)cc(-n2c(SCC(N)=O)nc3c(oc4ccccc43)c2=O)c1 | ? | -14.5%
O=C(/C=C/c1ccc(-c2ccc(Cl)cc2Cl)o1)c1ccccc1 | -5.1% | -9.8%
O=C(CSc1nc(=O)n(Cc2ccco2)c2c1CCC2)Nc1ccccc1C(F)(F)F | -25.8% | ?

# Next section.
Structure | AID inh | UDG counter
COc1ccc2c(c1)CC(C(=O)Nc1ccc(Br)c(C)c1)CO2 (centres undefined) | -7.3% | 1.9%
NC(=O)CCNc1ccccc1 | 7.3% | 5.6%
CC(C)COc1cccc(C(=O)Nc2ccc3oc(-c4ccncc4)nc3c2)c1 | -19.1% | -6.4%
O=C(NC1C2CC3CC(C2)CC1C3)c1cccc(Br)c1 (centres undefined) | 4.8% | 2.8%
CC(=O)NCCc1ccc(C(=O)Cn2nnc(-c3cccc(F)c3)n2)cc1 | 0.3% | -5.6%
Cc1ccc(NC(=O)Cn2ncn3c(cc4ccccc43)c2=O)c(C)c1 | 36.2%[activator] | -11.9%
CCOC(=O)c1cc2c(=O)n3ccccc3nc2n(CCCOC)c1=NC(=O)C(C)(C)Oc1ccc(Cl)cc1 | 1.0% | -16.0%
Cc1ccc(S(=O)(=O)NCc2nc(-c3cccc(C)c3)no2)cc1 | -6.0% | 0.6%
CCOC(=O)c1c(C)oc2nc(C)nc(NCCc3ccc(OCC)c(OCC)c3)c12 | -14.1% | -3.8%
CC(NC(=O)c1ccccc1)c1nc2ccccc2n1Cc1ccc(Cl)cc1 (centres undefined) | -2.5% | -7.4%[57.5 µM]
COc1ccccc1NC(=O)C1=C(C)Nc2nc(SCc3ccccc3C)nn2C1CC(C)C (centres undefined) | 4.5% | -2.8%
CCCOc1ccc(CNC(=O)C2CCCN(c3nc4c(C)cc(C)cc4s3)C2)cc1 (centres undefined) | -11.7% | 16.9%
CCOc1ccc(-c2cccc(NS(=O)(=O)c3c(C)cc(C)cc3C)c2)nn1 | -3.3% | 3.2%
COC(=O)C1(NC(=O)c2c(F)cccc2Cl)CCCCC1 | 5.2% | 13.0%
CCC(Sc1nnc(C)n1-c1ccccc1)C(=O)Nc1cc(C)on1 (centres undefined) | -0.7% | -0.8%
NC(=S)Nc1cccc(Br)c1 | 0.7% | -0.3%
CN(CC(=O)NCc1ccccc1)S(=O)(=O)c1ccc2[nH]c3c(c2c1)CCCC3 | -13.8% | -23.3%[57.5 µM]
Cc1cc(C)cc(NC(=O)Cn2nnc(C(=O)NCc3ccco3)c2N)c1 | ? | -3.0%
